# Jurkat NFkB inh: inhibitors of induced NF-kB luciferase reporter, primary screen, TCR NF-kB activation inhibitor project, cell-based, luminescence, uHTS | Jurkat, PMA/ionomycin-induced NF-kB luciferase reporter | inhibition, % at 4 µM | 330,000 tested, 0.53% active | AID 435003, 2010; in the data active means inhibition above about 50%
# CCR6 antag: CCR6 receptor antagonists, primary screen, cell-based, CHO-K1, luminescence, beta-arrestin, uHTS | CHO-K1 CCR6 PathHunter beta-arrestin, CCL20-stimulated | 340,000 tested, 0.49% active | C-C chemokine receptor type 6 (Homo sapiens), P51684 | AID 493098, 2011 | inhibition, % at 20 µM;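 active means compounds whose inhibition of the agonist-driven luminescence signal at 20 µM reaches about 50%, limit read from the data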;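 further: cells stimulated with CCL20 at 14 nM final; plate controls were DMSO with CCL20 for no effect and DMSO without agonist for full effect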
# APJ antag: antagonists of human apelin receptor APJ, primary screen, CHO-K1 cells, beta-arrestin complementation, luminescence; 330,000 tested, 0.32% active; AID 2521, 2010; inhibition, % at 20 µM;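 active means inhibition above about 40% at 20 µM, limit read from the data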;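 further: cells challenged with 10 nM apelin-13 agonist together with compound; plate controls were apelin-13 plus DMSO wells for no effect and DMSO wells lacking apelin-13 for full effect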
# Target sequence (P35414 whole entry, looked up): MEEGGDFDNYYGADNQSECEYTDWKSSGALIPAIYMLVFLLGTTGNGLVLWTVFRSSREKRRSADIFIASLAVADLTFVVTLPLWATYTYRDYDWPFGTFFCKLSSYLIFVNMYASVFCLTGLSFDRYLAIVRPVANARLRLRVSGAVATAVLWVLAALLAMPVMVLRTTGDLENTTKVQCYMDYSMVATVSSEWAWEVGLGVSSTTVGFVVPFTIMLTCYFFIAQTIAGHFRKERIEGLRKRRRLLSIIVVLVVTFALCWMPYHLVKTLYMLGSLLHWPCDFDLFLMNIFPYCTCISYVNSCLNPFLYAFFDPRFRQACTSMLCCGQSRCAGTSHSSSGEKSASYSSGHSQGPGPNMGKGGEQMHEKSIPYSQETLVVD
# CXCR6 inh: CXCR6 receptor inhibitors, primary screen, cell-based, beta-arrestin, luminescence, CHO-K1 PathHunter, 1536-well | C-X-C chemokine receptor type 6 (Homo sapiens), O00574 | AID 602244, 2012 | 360,000 tested, 0.36% active | inhibition, % at 20 µM; in the data active means inhibition above about 34%, passing the limit was not always enough;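 further: antagonist mode with CXCL16 agonist at 10 nM final; 0% = 10 nM CXCL16 with DMSO and 100% = unstimulated wells without agonist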
# Gli-Sufu block: Gli-Sufu pathway antagonists, primary screen, luciferase luminescence, Sufu-KO-LIGHT cells, uHTS; Sufu-KO-LIGHT fibroblasts, Gli luciferase reporter luminescence; inhibition, % at 5 µM; 340,000 tested, 0.74% active;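 active means inhibition above about 55%, limit read from the data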;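 further: 0% = DMSO-treated cells and 100% = wells with medium but no cells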
# EBI2 antag: EBI2 receptor antagonists, beta-arrestin recruitment, primary screen, cell-based, luminescence, 7a,25-OHC stimulation, uHTS; G-protein coupled receptor 183 (Homo sapiens), P32249; 360,000 tested, 0.81% active; inhibition, % at 5 µM; 7a,25-OHC stimulated; in the data active means inhibition above about 38%;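 further: enzyme fragment complementation signal reports receptor beta-arrestin coupling in cells; 0% = agonist plus DMSO wells and 100% = wells without agonist; some results beyond the cut were filed as inactive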
# Target sequence (P32249 whole entry, looked up, the tested form may be a part): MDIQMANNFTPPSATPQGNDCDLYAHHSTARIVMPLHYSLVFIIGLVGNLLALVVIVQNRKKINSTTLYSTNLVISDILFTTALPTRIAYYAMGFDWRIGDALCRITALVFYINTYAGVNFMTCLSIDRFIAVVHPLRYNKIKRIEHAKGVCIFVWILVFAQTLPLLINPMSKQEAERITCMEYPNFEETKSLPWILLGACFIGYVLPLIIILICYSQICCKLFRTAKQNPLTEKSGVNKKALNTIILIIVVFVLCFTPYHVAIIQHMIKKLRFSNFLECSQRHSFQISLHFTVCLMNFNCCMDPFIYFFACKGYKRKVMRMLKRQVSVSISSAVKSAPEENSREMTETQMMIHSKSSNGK
# 697 NFkB inh: inhibitors of PMA/ionomycin-induced NF-kB reporter, 697 cells, primary screen, B-cell NF-kB inhibitor project, cell-based, luminescence, uHTS | inhibition, % at 4 µM | AID 435022, 2010 | 697 B-cell NF-kB luciferase reporter, 16 h | 330,000 tested, 0.33% active; in the data active means inhibition above about 35%
# UBC13 inh: UBC13 polyubiquitin chain formation inhibitors, primary screen, biochemical, TR-FRET, uHTS. 330,000 tested, 0.47% active. inhibition, % at 20 µM. AID 485273, 2010. Ubiquitin-conjugating enzyme E2 N (Homo sapiens), P61088; in the data active means inhibition above about 45%, passing the limit was not always enough
# Target sequence (P61088 whole entry, looked up): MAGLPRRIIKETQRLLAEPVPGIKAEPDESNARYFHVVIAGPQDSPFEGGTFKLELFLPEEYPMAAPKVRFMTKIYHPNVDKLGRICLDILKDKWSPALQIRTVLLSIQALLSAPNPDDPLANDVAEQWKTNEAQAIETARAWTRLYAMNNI
# An asterisk follows results filed as active; . = no result given.
SMILES,Jurkat NFkB inh,CCR6 antag,APJ antag,CXCR6 inh,Gli-Sufu block,EBI2 antag,697 NFkB inh,UBC13 inh
Cc1nc(NC(=O)C2CC2)sc1C(=O)N(C)C,-3,15,-4,-3,4,-2,-5,-12
CN1CCC(n2[nH]c(-c3ccccc3)c(Cc3ccccc3)c2=O)CC1,.,1,.,1,3,-2,.,.
COc1ccc(S(=O)(=O)N2CCC(C(=O)Nc3ccccc3N3CCCCC3)CC2)cc1OC,11,8,4,6,16,18,-4,1
O=C1Nc2c(Cl)cc(Cl)cc2C1=O,.,20,.,4,-2,-3,.,.
CC(=O)Oc1ccc(C(=O)Nc2cc(C)ccc2NC(=O)COc2ccccc2)cc1,-4,-5,-3,-1,19,-4,22,0
Cc1csc(/N=C/N(C)C)c1C#N,-19,0,-6,10,-10,-3,-13,-6
O=C(COC(=O)Cn1cnc2ccccc21)NCCC1=CCCCC1,12,5,5,-10,-10,-8,8,-2
Cc1ccc(NC(=O)c2cc3cc(OC(F)(F)F)ccc3[nH]2)cc1,-19,-7,-4,.,-2,.,-16,9
Cn1c(=NC(=O)c2ccc(S(=O)(=O)N3CCCc4ccccc43)cc2)sc2cc(S(C)(=O)=O)ccc21,6,13,-16,-8,33,-1,-5,-3
Cc1nc2ccc(S(=O)(=O)NC(C(=O)Nc3nccs3)C(C)C)cc2s1 (stereo not drawn),8,3,-8,3,7,-9,12,4
CN(CC(=O)Nc1cccc(F)c1)C(=O)c1cn(-c2ccccc2)nc1-c1ccc(Cl)cc1,-13,-10,14,-8,22,7,10,7
COC(=O)c1sccc1NC(=S)N1C(C)CCCC1C (stereo not drawn),9,10,-7,-2,-3,12,11,23
Cn1cnnc1SCC(=O)Nc1ccc(S(=O)(=O)N2CCCC2)cc1,6,-5,17,1,4,-21,19,4
Cc1cc(C)cc(NC(=O)CSc2ccccc2)c1,-1,7,0,7,3,8,12,-4
CCOC(=O)C1=CN(Cc2cccc(F)c2)S(=O)(=O)N(C)C1c1ccc2ccccc2c1 (stereo not drawn),.,21,.,-4,5,13,0,.
O=C(NC1CCCC1)C1CCN(C(=O)c2ccc(-c3ccccc3)cc2)CC1,8,-1,6,-4,-5,49*,2,-5
COc1ccccc1Oc1ccc2c(c1)C(=O)N(c1ccc(Br)c3cccnc13)C2=O,-1,26,28,17,1,32,-27,-2
O=C1CCC(C(=O)N2CCCCCC2)CN1Cc1cccc(C(F)(F)F)c1 (stereo not drawn),-7,-4,-5,-1,6,-11,-46,3
COc1ccc(NC(=O)NCCCN2CCN(c3cc(C)ccc3C)CC2)cc1,6,14,7,11,9,3,27,23
CCCC(O)(CCN1CCOCC1)c1ccc(Cl)cc1 (stereo not drawn),5,-5,-4,5,10,4,9,4
Cc1ccc(OCCOC(=O)c2cc(S(=O)(=O)N3CCCCC3)ccc2N2CCOCC2)cc1,10,26,16,6,55*,2,-29,19
CCOc1cc(Br)c(C(C)NC(=O)c2cccnc2)cc1OCC (stereo not drawn),13,3,-15,10,0,5,-11,4
Cc1cccc(C)c1Nc1nnc(SCc2cn3cccc(C)c3n2)s1,-11,-1,10,-1,14,1,-12,-9
CCCc1ccc(-c2ccc(F)c(N)c2)nc1,-63,16,-33,-12,-74,-13,-163,-1
CCOC(=O)c1cc2sc(C)cc2n1CCCN1C(=O)c2ccccc2C1=O,-18,16,-1,6,-6,30,-34,-10

# The last two compounds of the section before open the next one.
SMILES,Jurkat NFkB inh,CCR6 antag,APJ antag,CXCR6 inh,Gli-Sufu block,EBI2 antag,697 NFkB inh,UBC13 inh
CCCc1ccc(-c2ccc(F)c(N)c2)nc1,-63,16,-33,-12,-74,-13,-163,-1
CCOC(=O)c1cc2sc(C)cc2n1CCCN1C(=O)c2ccccc2C1=O,-18,16,-1,6,-6,30,-34,-10
O=C1CC(CSc2ccc(Cl)cc2)=NN1,-7,1,-16,10,4,-16,-20,-10
O=C(NCc1ccccc1)c1c[nH]c2ccc(F)cc2c1=O,-15,6,9,-5,11,2,-33,4
COc1ccc(-c2nnc(SC(C)C(=O)Nc3c(C)n(C)n(-c4ccccc4)c3=O)o2)cc1 (stereo not drawn),0,-18,5,0,-10,-4,15,4
COc1ccc(CCN2Cc3c(cccc3[N+](=O)[O-])C2=O)cc1OC,-22,-2,5,-7,21,-15,1,-2
CCOC(=O)CN1C(=O)CC(c2ccc([N+](=O)[O-])cc2)C1=O (stereo not drawn),0,6,-2,-10,4,-19,15,0
O=C(CSc1ccccc1)Nc1cc(S(=O)(=O)N2CCOCC2)ccc1N1CCOCC1,-4,14,-1,-2,-2,-1,-7,-1
Cc1sc2ncn(CC(=O)NCC(=O)N(C)Cc3ccccc3)c(=O)c2c1C,0,7,-27,1,-4,2,10,2
CCN1CCN(C(=O)/C=C/c2ccc([N+](=O)[O-])cc2)CC1,-4,-6,-15,-10,-15,74*,2,-18
CCN(C(=O)COC(=O)c1c(-c2ccccc2)noc1C)C1CCS(=O)(=O)C1 (stereo not drawn),0,8,0,1,-5,-5,15,7
CCc1noc(C)c1C(=O)N1CCN(S(=O)(=O)c2ccc(C(C)C)cc2)CC1,9,9,18,-6,8,-6,-14,-2
COc1ccc(NC(=O)Nc2ccc3c(c2)C(=O)N([C@H](C)CO)C[C@H](C)[C@@H](CN(C)C(=O)NC(C)C)O3)cc1,5,7,1,-4,-6,-1,-2,-18
O=S(=O)(NC1CCCCC1)c1ccc(Br)cc1,2,9,23,-6,-2,-14,8,8
O=C(NCc1ccc(-c2nc3ccccc3s2)cc1)c1ccco1,-51,14,2,-2,-6,-4,-52,0
CC(NC(=O)c1ccc(C(=O)c2ccccc2)cc1)c1ccc(S(N)(=O)=O)cc1 (stereo not drawn),-6,6,-29,-5,-14,2,1,1
CCn1c(=O)c(C(=O)NCCCc2ccccc2)c(O)c2ccccc21,-13,9,4,-2,-2,-1,-5,16
O=C(CNC(=O)c1ccco1)OCC(=O)c1ccc(Cl)cc1Cl,8,37,28,24,7,0,3,-5
Cc1cccc(C)c1Nc1c(-c2ccccc2O)nc2ncccn12,14,7,-1,-8,-6,0,6,19
CCOC(=O)C1=C(CNCc2ccc(F)cc2)NC(=O)NC1c1cccc([N+](=O)[O-])c1 (stereo not drawn),-4,-1,-3,6,-18,4,5,-6
COC(=O)C1C(=O)C2=C(CC1C)NC(C)=C(C(=O)OCc1ccc(OC)cc1)C2c1ccc(C)o1 (stereo not drawn),7,-2,0,-1,-7,4,-2,6
O=C(NCC1CCCO1)c1onc(CSc2ccccc2)c1C(=O)O (stereo not drawn),21,-3,-54,3,3,-8,13,9
O=C(Nc1ccccc1)/C(=C\c1ccccc1)NC(=O)c1ccco1,5,1,22,-3,6,-5,17,3
COc1ccc(C2NC(=O)CCC2[N+](=O)[O-])c(OC)c1 (stereo not drawn),-3,8,4,-1,-11,-2,-9,-5
Cc1ccccc1C(=O)Nc1ccc2c(c1)OCO2,-89,-18,8,-7,-108,0,-141,-3
O=C(Nc1ccccn1)c1cc2ccccc2o1,-8,14,3,-3,-77,-2,-95,1
Cc1[nH]c2ccccc2c1C(=O)CSC(=S)N1CCCCC1,-83,-2,1,-3,-78,-5,-88,-6

# No new results follow: entries from further up.
SMILES,Jurkat NFkB inh,CCR6 antag,APJ antag,CXCR6 inh,Gli-Sufu block,EBI2 antag,697 NFkB inh,UBC13 inh
O=C1CC(CSc2ccc(Cl)cc2)=NN1,-7,1,-16,10,4,-16,-20,-10
O=C(NCc1ccccc1)c1c[nH]c2ccc(F)cc2c1=O,-15,6,9,-5,11,2,-33,4

# Arranged by value in APJ antag (ascending): six from the list above
mol	APJ antag
CC(NC(=O)c1ccc(C(=O)c2ccccc2)cc1)c1ccc(S(N)(=O)=O)cc1 (stereo not drawn)	-29
O=C1CC(CSc2ccc(Cl)cc2)=NN1	-16
CCN1CCN(C(=O)/C=C/c2ccc([N+](=O)[O-])cc2)CC1	-15
COC(=O)C1C(=O)C2=C(CC1C)NC(C)=C(C(=O)OCc1ccc(OC)cc1)C2c1ccc(C)o1 (stereo not drawn)	0
COc1ccc(NC(=O)Nc2ccc3c(c2)C(=O)N([C@H](C)CO)C[C@H](C)[C@@H](CN(C)C(=O)NC(C)C)O3)cc1	1
O=C(NCc1ccc(-c2nc3ccccc3s2)cc1)c1ccco1	2

# New compounds follow:
SMILES,Jurkat NFkB inh,CCR6 antag,APJ antag,CXCR6 inh,Gli-Sufu block,EBI2 antag,697 NFkB inh,UBC13 inh
O=C(CCC(=O)OC(C(=O)c1ccccc1)c1ccccc1)Nc1ccccc1 (stereo not drawn),6,12,16,-1,-17,-2,20,3
CCN(CC)c1ccc(/C=N/NC(=O)c2c(Cl)cnn2C)c(O)c1,32,2,-3,-8,87*,-6,-3,-18
COc1ccccc1C(=O)N1CCN(C(=O)COc2cccc(C)c2)CC1,2,3,2,-6,-1,-3,16,0
CCOC(=O)C(Cc1ccccc1)C(=O)Nc1cccc2ccccc12 (stereo not drawn),-20,-1,5,13,-6,6,-11,-16
COc1cc2c(cc1OC)CN(Cc1cc(OC)c3c(c1)OCO3)CC2,22,15,0,-4,3,16,18,2
O=C1CCCC2=C1C(c1ccncc1)c1c(nc(SCc3ccccc3)[nH]c1=O)N2 (stereo not drawn),-10,9,-1,-11,31,1,21,12
O=C(Nc1ccc(S(=O)(=O)N2CCOCC2)cc1)c1ccc(S(=O)(=O)N2CCOCC2)cc1,0,3,6,2,7,8,2,2
CCOC(=O)Cc1csc(NC(=O)/C=C/c2ccc(Cl)cc2)n1,10,27,15,-5,-15,40,-36,21
COc1cccc(NC(=O)CNC(=O)[C@@H]2Cc3ccccc3CN2C(=O)OC(C)(C)C)c1,11,6,-6,-10,65*,4,7,6
COc1ccc(NS(=O)(=O)c2cccc(C(=O)N(C)Cc3ccc(SC)cc3)c2)cc1,-6,17,-34,-7,-14,5,7,5
Cc1cccc(NC(=S)NC(=O)C(c2ccccc2)c2ccccc2)n1,-13,-5,-1,-5,3,39,6,0
CC(=O)c1cccc(NC(=O)COC(=O)CC2CC3CCC2C3)c1 (stereo not drawn),2,10,6,0,4,-5,19,6
CCOc1cccc(N2C(=O)CC(NCc3ccc(S(N)(=O)=O)cc3)C2=O)c1 (stereo not drawn),-6,7,6,-2,-11,-3,-2,-2
N#C/C(=C(/O)CSc1n[nH]c(N)n1)c1nc2ccccc2[nH]1,-6,2,-6,-11,-2,-4,4,-16

# Copied from the list:
# CCOc1cccc(N2C(=O)CC(NCc3ccc(S(N)(=O)=O)cc3)C2=O)c1 (stereo not drawn) in Gli-Sufu block is listed with -11
# O=C(CCC(=O)OC(C(=O)c1ccccc1)c1ccccc1)Nc1ccccc1 (stereo not drawn) in 697 NFkB inh is listed with 20
# N#C/C(=C(/O)CSc1n[nH]c(N)n1)c1nc2ccccc2[nH]1 in 697 NFkB inh is listed with 4
# COc1ccc(NS(=O)(=O)c2cccc(C(=O)N(C)Cc3ccc(SC)cc3)c2)cc1 in 697 NFkB inh is listed with 7
# COc1ccccc1C(=O)N1CCN(C(=O)COc2cccc(C)c2)CC1 in Jurkat NFkB inh is listed with 2

# Bioassay records: PubChem, Sanford-Burnham Center for Chemical Genomics
